From PubChem
GRP78 ERSR act: inducers of ER stress response in human glioma cells; U87-MG GRP78 promoter luciferase reporter, 16 h; Potency, µM, without a hit: at the top dose activation, most hits filed as activators; 0.02% of 420,000 active; AID 602332; further: potency means the concentration at half of the fitted maximal effect; series mostly up to about 76 µM; % of control where 0% means no effect; nearly all actives have a fitted effect of over 35% in size
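Stably transfected U87-MG glioma cells carrying a GRP78-based luciferase sensor; 16 h compound incubation. Luminescence end-point read 10 min after Bright-Glo addition at room temperature.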
TrxR1 substrate: is turned over as a substrate by rat TrxR1; O89049; purified TrxR1 substrate turnover, NADPH consumption readout; Potency, µM (top dose mostly 114 µM), without a hit: at the highest dose activity change, negative = substrate turnover; 0.01% of 390,000 active; AID 588456; further: potency means the concentration at half of the fitted maximal effect; on the % scale 0 is the no-effect control and ±100 the full control effect; nearly all actives have a fitted effect of over 50% in size
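Rat TrxR1, dispensed at 90 nM, was prereduced with 400 uM NADPH (final) for 5 min at ~22 deg C, then incubated with compound 15 min before 400 uM selenite. A first-read NADPH fluorescence drop versus no-compound background flagged substrates.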
LDHA block: blocks human lactate dehydrogenase A | AID 1347041 | purified LDHA, NADH/diaphorase-resazurin fluorescence; stronger effect = lower value | activity change, % (values are at about 110 or 230 µM) | 0.15% of 480,000 active; in the data active means activity change below about -30%; inconclusive means mostly about -25% to -30%;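 further: plate controls were DMSO wells for no effect and wells without enzyme for full effect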
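Resorufin fluorescence (ex540/em590), read at 0 and 20 min after diaphorase/resazurin addition, reports the NADH left after a 5 min room-temperature reaction of 2 nM human LDH5 with 0.06 mM NADH and 0.2 mM pyruvate.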
mIDH1 inhibitor: blocks human mutant IDH1 R132H enzyme; O75874; 0.093% of 390,000 active; Potency, µM (highest dose often 76.6 µM), for inactives: at the top dose activity change, negative = inhibition, actives largely listed as inhibitors; IDH1-R132H enzyme, NADPH consumption, diaphorase/resazurin fluorescence; AID 602179; further: potency means the concentration at half of the fitted maximal effect; on the % scale 0 is the no-effect control and ±100 the full control effect; nearly all actives have a fitted effect of over 65% in size
Target sequence (O75874 whole entry R132H, stated change not applied): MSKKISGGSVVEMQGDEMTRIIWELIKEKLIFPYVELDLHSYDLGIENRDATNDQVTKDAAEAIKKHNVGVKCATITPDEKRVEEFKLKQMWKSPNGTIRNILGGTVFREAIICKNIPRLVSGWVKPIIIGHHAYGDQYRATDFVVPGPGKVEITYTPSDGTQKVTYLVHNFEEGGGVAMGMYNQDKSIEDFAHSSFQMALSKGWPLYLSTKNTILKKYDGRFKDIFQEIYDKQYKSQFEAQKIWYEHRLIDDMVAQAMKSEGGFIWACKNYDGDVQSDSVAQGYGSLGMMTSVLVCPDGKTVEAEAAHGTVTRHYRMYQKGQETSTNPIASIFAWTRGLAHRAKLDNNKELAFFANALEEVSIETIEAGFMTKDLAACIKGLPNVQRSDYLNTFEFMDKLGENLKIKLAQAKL
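IDH1-R132H (0.5 ug/mL) preincubated 30 min with compound, then NADPH (0.016 mM) and alpha-KG (2 mM) added; 80 min at RT, pH 7.5. Remaining NADPH coupled via diaphorase/resazurin to fluorescence (540/590 nm); concentration-response curves normalized to no-enzyme control.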
Vif-APOBEC3F blk: Vif-A3F binding inhibition | HeLa A3F-eYFP + Vif (tagged APOBEC3F with the HIV-1 protein that degrades it), YFP fluorescence increase | Potency, µM (series often up to 46.1 µM), for inactives: at the highest dose activity, negative = active | 0.2% of 390,000 active | AID 602313; further: potency means the concentration at half of the fitted maximal effect; % of control where 0% means no effect; nearly all actives have a fitted effect of over 65% in size
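HeLa cells stably expressing A3F-eYFP plus Vif, plated and incubated overnight at 37 deg C, then exposed to compounds overnight at 37 deg C. Blocked degradation read as raised yellow fluorescence (Ex 488/Em 500-530).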
RGS4 inhibitor: human RGS4 inhibition. P49798. Transcreener GDP fluorescence polarization, RGS4-accelerated GTP hydrolysis. Potency, µM (series often up to 114 µM), for inactives: at the highest dose activity change, negative = inhibition, actives largely listed as inhibitors. 0.039% of 390,000 active. AID 504845; further: potency means the concentration at half of the fitted maximal effect; on the % scale 0 is the no-effect control and ±100 the full control effect; nearly all actives have a fitted effect of over 75% in size; some results filed as inactive show a strong effect at the top dose
Target sequence (P49798 whole entry, looked up): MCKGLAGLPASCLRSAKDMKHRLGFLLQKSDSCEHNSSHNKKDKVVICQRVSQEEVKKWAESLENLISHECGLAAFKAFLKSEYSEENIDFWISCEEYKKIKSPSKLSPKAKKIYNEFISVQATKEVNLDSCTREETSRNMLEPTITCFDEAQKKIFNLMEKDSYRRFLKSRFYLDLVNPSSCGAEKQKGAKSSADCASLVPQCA
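MLSMR compounds (23 nl, pin-transferred) preincubated 10 min at room temperature with a 500nM (2x) first reagent, then RGS4 at 900nM (2x) plus Transcreener GDP mix added; fluorescence polarization (620/688 nm) read before and after 90 min at 30 °C.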
TrxR1 inh: inhibitors of rat thioredoxin reductase 1 | recombinant rTrxR1, NADPH fluorescence consumption, selenite substrate | Potency, µM (series often up to 114 µM), inactives show top-dose activity change, negative = inhibition, hits mostly inhibitors | 1% of 390,000 active | AID 588453; further: potency means the concentration at half of the fitted maximal effect; on the % scale 0 is the no-effect control and ±100 the full control effect; nearly all actives have a fitted effect of over 65% in size
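Rat TrxR1 (90 nM in the dispensed reagent) was pre-reduced with 400 uM NADPH for 5 min at room temperature, then incubated with compound for 15 min. After 400 uM selenite was added, NADPH fluorescence (Ex 340/Em 450 nm) was followed for 8 min.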
USP1 inh: USP1/UAF1 (human) deubiquitinase inhibition; 0.23% of 390,000 active; Potency, µM (highest dose often 57.1 µM), inactives show top-dose activity change, negative = inhibition, hits mostly inhibitors; O94782; recombinant USP1/UAF1, Ub-Rhodamine cleavage fluorescence; further: potency means the concentration at half of the fitted maximal effect; on the % scale 0 is the no-effect control and ±100 the full control effect; nearly all actives have a fitted effect of over 60% in size; inactives centre near -12
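USP1/UAF1 complex at 1 nM was preincubated with compound for 15 min at room temperature, then Ub-Rho substrate (150nM final) was added. Fluorescence (480/540 nm) was read kinetically, 6 reads every 60 seconds.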
Vif-A3G inh: blocks the Vif interaction with human APOBEC3G; 0.076% of 410,000 active; HeLa A3G-eYFP + Vif (tagged APOBEC3G with the HIV-1 protein that degrades it), YFP fluorescence, overnight; Q9HC16; Potency, µM (top dose mostly 46.1 µM), for the others: at the top dose activity, negative = active, usual class: inhibitors; AID 602310;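 further: potency means the concentration at half of the fitted maximal effect; on the % scale 0 is the no-effect control and ±100 the full control effect; nearly all actives have a fitted effect of over 60% in size; hits raise eYFP signal because A3G escapes Vif-driven loss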
Target sequence (Q9HC16 whole entry, looked up): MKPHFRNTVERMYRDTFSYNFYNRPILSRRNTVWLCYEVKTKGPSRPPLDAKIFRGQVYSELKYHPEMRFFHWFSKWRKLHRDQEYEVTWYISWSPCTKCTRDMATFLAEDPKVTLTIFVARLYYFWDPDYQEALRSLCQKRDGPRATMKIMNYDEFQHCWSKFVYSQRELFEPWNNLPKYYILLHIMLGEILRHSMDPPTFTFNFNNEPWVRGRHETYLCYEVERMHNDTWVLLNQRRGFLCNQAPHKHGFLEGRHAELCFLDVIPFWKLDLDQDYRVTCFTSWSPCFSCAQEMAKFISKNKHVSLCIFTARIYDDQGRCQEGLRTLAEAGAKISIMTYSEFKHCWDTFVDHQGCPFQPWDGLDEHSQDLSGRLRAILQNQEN
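HeLa cells stably expressing Vif and C-terminally eYFP-tagged A3G, seeded overnight at 37 deg C, then exposed to compound by pintool overnight at 37 deg C. Rise in yellow fluorescence (Ex 488/Em 500-530, Acumen) marks blocked Vif-driven A3G degradation.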
Active calls of the source: *; [ ] = remark or other dose. Unless noted, the call rests on the fitted dose curve; in most records, active means well fitted curve in the direction sought with a large enough effect; inconclusive means small, poorly fitted or top-dose-only effect, or another doubt; inactive means no such curve, though single readings can be large; an effect the other way counts as inactive or inconclusive. The list is partial; count on the stated rates, not on these rows.

How did COc1ccc(N2CC(C(=O)OCC(=O)Nc3cccc(C)c3C)CC2=O)cc1 (stereo not drawn) do in these assays?
GRP78 ERSR act: -5%; TrxR1 substrate: 0%[57.1 µM]; LDHA block: -2; mIDH1 inhibitor: 0%; Vif-APOBEC3F blk: 0%; RGS4 inhibitor: 1%; TrxR1 inh: 5%[57.1 µM]; USP1 inh: -17%; Vif-A3G inh: 4%

How did CCOc1ccc(NS(=O)(=O)c2c(C)nc3sccn3c2=O)cc1 do in these assays?
GRP78 ERSR act: 1%; TrxR1 substrate: 8%[57.1 µM]; LDHA block: -2; mIDH1 inhibitor: -2%; Vif-APOBEC3F blk: 0%; RGS4 inhibitor: -2%; TrxR1 inh: 14%[57.1 µM]; USP1 inh: -17%; Vif-A3G inh: 3%

How did COc1cccc(-n2cc(CNCc3cn(C)nc3-c3ccccc3F)cn2)c1 do in these assays?
GRP78 ERSR act: -1%; TrxR1 substrate: 3%; LDHA block: -1; mIDH1 inhibitor: 6%; Vif-APOBEC3F blk: 12%; RGS4 inhibitor: -24%; TrxR1 inh: -3%; USP1 inh: -19%; Vif-A3G inh: 0%

How did CCC(=O)N=c1sc2cc(F)cc(F)c2n1C do in these assays?
GRP78 ERSR act: 0%; TrxR1 substrate: 9%[57.1 µM]; LDHA block: -13; mIDH1 inhibitor: -4%; Vif-APOBEC3F blk: 0%; RGS4 inhibitor: 10%; TrxR1 inh: 17%[57.1 µM]; USP1 inh: -9%; Vif-A3G inh: -1%

What do the screens show for `N/C(=N\OC(=O)/C=C/c1ccccc1)c1cccnc1`?
GRP78 ERSR act: 5%; TrxR1 substrate: -3%; LDHA block: -9; mIDH1 inhibitor: 12%; Vif-APOBEC3F blk: 13%; RGS4 inhibitor: -4%; TrxR1 inh: 23%; USP1 inh: -11%; Vif-A3G inh: 1%

What do the screens show for `Cc1ccccc1Nc1nc(N)nc(COC(=O)c2ccc(S(=O)(=O)N(C)C)cc2)n1`?
GRP78 ERSR act: -2%; TrxR1 substrate: -2%; LDHA block: 1; mIDH1 inhibitor: 0%; Vif-APOBEC3F blk: 5%; RGS4 inhibitor: -14%; TrxR1 inh: 0%; USP1 inh: -17%; Vif-A3G inh: 3%

How did O=C(NCCc1c[nH]c2ccccc12)c1ccc2[nH]c(=O)c(=O)[nH]c2c1 do in these assays?
GRP78 ERSR act: -1%; TrxR1 substrate: 12%[57.1 µM]; LDHA block: -6; mIDH1 inhibitor: 4%; Vif-APOBEC3F blk: 12%; RGS4 inhibitor: 7%; TrxR1 inh: 6%[57.1 µM]; USP1 inh: -10%; Vif-A3G inh: 0%

How did Cc1ccc(NC(=O)CCS(=O)(=O)c2ccc3c(c2)NC(=O)C(C)S3)cc1Cl (stereo not drawn) do in these assays?
GRP78 ERSR act: -4%; TrxR1 substrate: -2%; LDHA block: 1; mIDH1 inhibitor: 20%; Vif-APOBEC3F blk: -9%; RGS4 inhibitor: 11%; TrxR1 inh: 10%; USP1 inh: -16%; Vif-A3G inh: 0%

What do the screens show for `Cc1ccccc1Nc1nc(N)nc(CN2CCN(c3ccccn3)CC2)n1`?
GRP78 ERSR act: -3%; TrxR1 substrate: 9%[57.1 µM]; LDHA block: -3; mIDH1 inhibitor: 3%; Vif-APOBEC3F blk: -1%; RGS4 inhibitor: -14%; TrxR1 inh: 10%[57.1 µM]; USP1 inh: -20%; Vif-A3G inh: 0%

How did O=C1c2ccccc2C(=O)c2c(Nc3ccc(CCO)cc3)ccc(O)c21 do in these assays?
GRP78 ERSR act: 0%; TrxR1 substrate: 5%[57.1 µM]; LDHA block: -19; mIDH1 inhibitor: -9%; Vif-APOBEC3F blk: -1%; RGS4 inhibitor: -13%; TrxR1 inh: 24%[57.1 µM]; USP1 inh: -18%; Vif-A3G inh: -1%

How did O=C(NCCO)c1ccc(CSc2nc3ccccc3[nH]2)cc1 do in these assays?
GRP78 ERSR act: 3%; TrxR1 substrate: -1%; LDHA block: -3; mIDH1 inhibitor: 2%; Vif-APOBEC3F blk: -3%; RGS4 inhibitor: -2%; TrxR1 inh: 5%; USP1 inh: -10%; Vif-A3G inh: -5%

How did O=Cc1cn(-c2ccccc2)nc1-c1cccc([N+](=O)[O-])c1 do in these assays?
GRP78 ERSR act: 2%; LDHA block: -1; mIDH1 inhibitor: 2%; Vif-APOBEC3F blk: -7%; USP1 inh: -25%; Vif-A3G inh: -7%

How did CCOC(=O)CC1(NC(=O)C2CCC(=O)N(CCc3ccccc3)C2)CCCCC1 (stereo not drawn) do in these assays?
GRP78 ERSR act: 3%; TrxR1 substrate: -5%; LDHA block: 0; mIDH1 inhibitor: -7%; Vif-APOBEC3F blk: 4%; RGS4 inhibitor: -8%; TrxR1 inh: 12%; USP1 inh: -13%; Vif-A3G inh: 4%

How did C[C@H]1CC2C3CCC4=CC(=O)C=C[C@]4(C)[C@@]3(Cl)[C@@H](O)C[C@]2(C)[C@@]1(O)C(=O)CO (stereo partly drawn) do in these assays?
GRP78 ERSR act: -6%; TrxR1 substrate: 5%[57.1 µM]; RGS4 inhibitor: 2%[56.9 µM]; TrxR1 inh: 12%[57.1 µM]

Results for COc1cc(CCC(=O)Nc2ccc(Cl)c(C(F)(F)F)c2)cc(OC)c1OC ?
GRP78 ERSR act: -6%; TrxR1 substrate: -16%; LDHA block: 1; mIDH1 inhibitor: 1%; Vif-APOBEC3F blk: 3%; RGS4 inhibitor: 26%; TrxR1 inh: -9%; USP1 inh: -20%; Vif-A3G inh: 0%

Results for Cc1ccc(S(=O)(=O)Nc2ccccn2)c(C)c1 ?
GRP78 ERSR act: 0%; LDHA block: 2; mIDH1 inhibitor: 3%; Vif-APOBEC3F blk: 4%; USP1 inh: -10%; Vif-A3G inh: -1%

What do the screens show for `CCCOc1ccc(N2C(=O)CC(N3CCN(CCN=CC4C(=O)CC(C)(C)CC4=O)CC3)C2=O)cc1` (stereo not drawn)?
GRP78 ERSR act: -4%; TrxR1 substrate: 1%[57.1 µM]; LDHA block: 1; mIDH1 inhibitor: 0%; Vif-APOBEC3F blk: 10%; RGS4 inhibitor: 8%; TrxR1 inh: 7%[57.1 µM]; USP1 inh: -15%; Vif-A3G inh: -7%

How did CC1=C(C(=O)OCc2ccccc2)C(c2ccc([N+](=O)[O-])cc2)NC(=O)N1CCCCCC(=O)O (stereo not drawn) do in these assays?
GRP78 ERSR act: -3%; TrxR1 substrate: -4%[57.1 µM]; LDHA block: -3; mIDH1 inhibitor: -5%; Vif-APOBEC3F blk: 4%; RGS4 inhibitor: -11%; TrxR1 inh: -13%[57.1 µM]; USP1 inh: 3%; Vif-A3G inh: -1%

How did CC(=O)c1ccc(OCCCC(=O)NCC(c2ccco2)N(C)C)cc1 (stereo not drawn) do in these assays?
GRP78 ERSR act: -4%; TrxR1 substrate: 2%[57.1 µM]; LDHA block: -3; mIDH1 inhibitor: 2%; Vif-APOBEC3F blk: -13%; RGS4 inhibitor: 11%; TrxR1 inh: -3%[57.1 µM]; USP1 inh: -2%; Vif-A3G inh: 1%

Results for CCOCC(=O)Nc1c(C(=O)Nc2ccc3c(c2)OCO3)oc2ccccc12 ?
GRP78 ERSR act: 2%; TrxR1 substrate: 8%; LDHA block: 1; mIDH1 inhibitor: 1%; Vif-APOBEC3F blk: -3%; RGS4 inhibitor: 1%[11.4 µM]; TrxR1 inh: 3%; USP1 inh: -22%; Vif-A3G inh: 0%

What do the screens show for `O=C(NCc1ccccc1)C1=C[C@@H](c2ccc3c(c2)OCO3)C[C@@H](OCc2ccc(CO)cc2)O1`?
GRP78 ERSR act: -4%; TrxR1 substrate: 4%; LDHA block: -4; mIDH1 inhibitor: 0%; Vif-APOBEC3F blk: 2%; RGS4 inhibitor: 4%; TrxR1 inh: 16%; USP1 inh: inconclusive; Vif-A3G inh: -5%

3 records picked at random from the list so far:
What do the screens show for `Cc1ccccc1Nc1nc(N)nc(CN2CCN(c3ccccn3)CC2)n1`?
GRP78 ERSR act: -3%; TrxR1 substrate: 9%[57.1 µM]; LDHA block: -3; mIDH1 inhibitor: 3%; Vif-APOBEC3F blk: -1%; RGS4 inhibitor: -14%; TrxR1 inh: 10%[57.1 µM]; USP1 inh: -20%; Vif-A3G inh: 0%

What do the screens show for `Cc1ccccc1Nc1nc(N)nc(COC(=O)c2ccc(S(=O)(=O)N(C)C)cc2)n1`?
GRP78 ERSR act: -2%; TrxR1 substrate: -2%; LDHA block: 1; mIDH1 inhibitor: 0%; Vif-APOBEC3F blk: 5%; RGS4 inhibitor: -14%; TrxR1 inh: 0%; USP1 inh: -17%; Vif-A3G inh: 3%

How did CCC(=O)N=c1sc2cc(F)cc(F)c2n1C do in these assays?
GRP78 ERSR act: 0%; TrxR1 substrate: 9%[57.1 µM]; LDHA block: -13; mIDH1 inhibitor: -4%; Vif-APOBEC3F blk: 0%; RGS4 inhibitor: 10%; TrxR1 inh: 17%[57.1 µM]; USP1 inh: -9%; Vif-A3G inh: -1%
